Screening results (PubChem)
SW480 rerep = A quantitative high throughput screen for small molecules that induce DNA re-replication in SW480 colon adenocarcinoma cells | actives 1.8% (n = 340,000) | Potency, µM (highest dose often 46.1 µM), without a hit: at the highest dose re-replication activation, most hits filed as activators | SW480 DNA re-replication, Hoechst DNA content imaging, 48 h; further: potency means the concentration at half of the fitted maximal effect; % of control where 0% means no effect; nearly all actives have a fitted effect of over 55% in size
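Quantitative HTS format with DMSO vehicle controls; 48 hr drug incubation at 37 C, then 40 min Hoechst staining and scanning imager measurement at 405 nm excitation.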
HT1080 IDH1KD tx = qHTS for induction of synthetic lethality in tumor cells producing 2HG: qHTS for the HT-1080-IDH1KD cell line | Potency, µM (titrated, usually from 46.1 µM), for the others: top-dose activity, negative = toxicity, usual class: cytotoxic | HT-1080 IDH1 knockdown viability, ATP luminescence, 48 h | actives 2% (n = 360,000);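 further: potency means the concentration at half of the fitted maximal effect; 0% = DMSO wells and -100% = cell-free medium wells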
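HT-1080-IDH1KD cells (IDH1 knocked down), 750/well in RPMI with 5% FBS, treated with compound 48 h at 37 degrees C. Viability by CellTiter-Glo luminescence, normalised to DMSO and no-cell wells; concentration-response curves classed.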
KB-3-1 tox = qHTS assay for MDR1-selective chemotherapeutics: Primary screen using the parental adenocarcinoma cell KB-3-1; KB-3-1 viability, CellTiter-Glo ATP luminescence, 72 h; Potency, µM (highest dose often 46.1 µM), inactives show at the highest dose activity change, negative = cytotoxic, actives largely listed as cytotoxic; actives 1.4% (n = 400,000); further: potency means the concentration at half of the fitted maximal effect; on the % scale 0 is the no-effect control and ±100 the full control effect; nearly all actives have a fitted effect of over 60% in size
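Using CellTiter-Glo luminescence, growth of non-resistant KB-3-1 adenocarcinoma cells is assessed 72 h after pin-tool compound addition at 37 °C. Normalized responses across the concentration series yield fitted curves.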
HT1080-NT tox = qHTS for induction of synthetic lethality in tumor cells producing 2HG: qHTS for the HT-1080-NT fibrosarcoma cell line; actives 1.6% (n = 360,000); Potency, µM (highest dose often 46.1 µM), for inactives: at the highest dose activity, negative = less viability, hits mostly cytotoxic; HT-1080-NT fibrosarcoma viability, CellTiter-Glo ATP luminescence, 48 h;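 further: NT is the 2HG producing partner of a matched IDH1 knockdown line; potency means the concentration at half of the fitted maximal effect; 0% = DMSO-treated cells and -100% = media-only wells without cells; nearly all actives have a fitted effect of over 55% in size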
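HT-1080-NT; 750 cells/well; 5% FBS RPMI; 48 h compound, 37 degrees C; CellTiter-Glo luminescence; curve fitting and curve-class assignment.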
KB-V1 cytotox = qHTS assay for MDR1-selective chemotherapeutics: Primary screen using the drug-selected MDR subline cells KB-V1 | KB-V1 MDR cells viability, CellTiter-Glo, 72 h | Potency, µM (series often up to 46.1 µM), for inactives: at the top dose activity change, negative = cytotoxicity, most hits filed as cytotoxic | actives 3.4% (n = 400,000); further: potency means the concentration at half of the fitted maximal effect; on the % scale 0 is the no-effect control and ±100 the full control effect; nearly all actives have a fitted effect of over 60% in size
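Drug-selected KB-V1 cells, grown in DMEM lacking phenol red with 10% FBS, receive compound titrations; after three days at 37 degrees C, surviving cell ATP is quantified by CellTiter-Glo luminescence and responses normalized and curve-fitted.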
IL1B secr inh = qHTS for Inhibitors of Inflammasome Signaling: IL-1-beta AlphaLISA Primary Screen | THP-1 LPS/ATP IL-1B secretion, AlphaLISA, 16 h; active compounds read low | activity change, % at 57.5 µM | actives 4.7% (n = 360,000) | AID 743279, 2014; in the data active means activity change below about -50%; inconclusive means mostly about -30% to -49%; further: on the % scale 0 is the no-effect control and ±100 the full control effect
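Secreted IL-1B measured by AlphaLISA bead assay after 16 h compound exposure of THP-1 cells; compounds (final up to 57.5 uM) added 1 h before LPS (250 ng/mL) and ATP (1.25 mM) stimulation; lower signal means less secretion.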
D3 ag = qHTS of D3 Dopamine Receptor Agonist: qHTS; D(3) dopamine receptor (Homo sapiens), P35462; D3R DiscoveRx beta-arrestin cells, luminescence, 90 min; max activation, %; actives 0.58% (n = 410,000); in the data active means max activation above about 30%; further: 0% is about no effect; mostly tested at two doses, the higher about 12 µM
Target sequence (P35462 whole entry, looked up): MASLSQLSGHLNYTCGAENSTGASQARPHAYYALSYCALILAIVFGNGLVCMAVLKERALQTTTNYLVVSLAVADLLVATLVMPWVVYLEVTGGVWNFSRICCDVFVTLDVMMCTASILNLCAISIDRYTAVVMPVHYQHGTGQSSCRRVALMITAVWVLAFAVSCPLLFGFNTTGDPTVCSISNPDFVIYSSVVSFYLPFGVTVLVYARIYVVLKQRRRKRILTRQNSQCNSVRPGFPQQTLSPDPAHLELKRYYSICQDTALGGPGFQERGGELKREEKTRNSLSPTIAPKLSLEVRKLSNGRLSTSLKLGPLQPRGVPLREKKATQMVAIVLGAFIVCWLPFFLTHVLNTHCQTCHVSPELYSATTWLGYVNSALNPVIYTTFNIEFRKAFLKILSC
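Cells at 1500/well, incubated overnight, then treated with pinned compounds (dopamine as control) for 90 min at 37 degrees C. DiscoveRx reagent added for 30 - 60 minutes at room temperature; luminescence read.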
MCF10A rerep = A quantitative high throughput screen for small molecules that induce DNA re-replication in MCF 10a normal breast cells; MCF 10A DNA re-replication, Hoechst nuclear intensity, 48 h; Potency, µM (top dose mostly 46.1 µM), for inactives: at the top dose activity, positive = re-replication, hits mostly activators; actives 2.9% (n = 350,000); AID 624296, 2012; further: potency means the concentration at half of the fitted maximal effect; % of control where 0% means no effect; nearly all actives have a fitted effect of over 50% in size
GLP1R cytotox = qHTS of GLP-1 Receptor Inverse Agonists: Cytotox Screen | HEK293 cAMP-luciferase reporter cells, luminescence, 24 h | Potency, µM (series often up to 38.3 µM), without a hit: top-dose activity change, negative = inhibition, hits mostly inhibitors | actives 0.13% (n = 410,000) | AID 624418, 2012;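 further: loss of luciferase light is scored as toxicity; potency means the concentration at half of the fitted maximal effect; on the % scale 0 is the no-effect control and ±100 the full control effect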
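Cells in DMEM/10% Nu serum/1% pen-strep, 1536-well format. Pre-incubated 12 h, dosed with 23 nL compound, incubated a further 24 h. Luciferase detection, 12 min at room temp, luminescence.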
* hit, by the source's call; ? = inconclusive; . = not tested or not shown; [ ] = remark or other dose. Unless noted, the call rests on the fitted dose curve; in most records, active means well fitted curve in the direction sought with a large enough effect; inconclusive means small, poorly fitted or top-dose-only effect, or another doubt; inactive means no such curve, though single readings can be large; an effect the other way counts as inactive or inconclusive.

SMILES	SW480 rerep	HT1080 IDH1KD tx	KB-3-1 tox	HT1080-NT tox	KB-V1 cytotox	IL1B secr inh	D3 ag	MCF10A rerep	GLP1R cytotox
O=C(CCc1nc2cccnc2n1Cc1ccccc1)N1CCOCC1	-15%	16%	-4%	9%	-5%	-4	0	4%	5%
O=C(NCc1nnnn1-c1ccc(F)c(F)c1)c1ccc2ccccc2c1	?	-8%	-5%	-5%	-8%	?	-12	2%	4%
COC(=O)c1nn(-c2ccccc2)c(Sc2ccccc2)c1/C=N/O	-5%	-13%	-11%	-8%	-1%	-9	-1	-7%	-25%
COc1ccc(Cl)cc1NC(=O)C(C)Sc1nc2c(c(=O)[nH]1)CCCC2 (configuration not stated)	.	.	-3%	.	-1%	.	12	.	-3%
CC(=O)N1CCN(S(=O)(=O)c2cccc(C(=O)NC3CCCc4ccccc43)c2)CC1 (configuration not stated)	7%	0%	-1%	-2%	16%	-9	8	21%	-4%
CC(=O)Cc1nsc(Nc2ccc(C)cc2)n1	-4%	-6%	-4%	-4%	-9%	22	0	-2%	2%
Nc1ccc(-c2cc3ccccc3c(=O)o2)cc1	2%	13%	4%	13%	-4%	?	0	22%	1%
CCN1C(=O)N[C@@H](c2cccc(F)c2)C(C(C)=O)=C1C	1%	9%	1%	19%	10%	21	3	?	7%
COc1ccc(NC(=O)CSCCc2ccccn2)cc1OC	0%	12%	7%	8%	5%	16	8	2%	2%
CCOC(=O)N1CCN(C(=O)C2CCC(CNS(=O)(=O)c3ccccc3)CC2)CC1 (configuration not stated)	19%	1%	2%	-11%	-9%	22	5	-1%	-12%
Nc1ccc(C(=O)OC2CCOC2=O)cc1[N+](=O)[O-] (configuration not stated)	-1%	19%	-5%	7%	3%	10	0	14%	13%
O=c1cc(CN2CCCCCC2)nc2sccn12	-7%	14%	6%	24%	-3%	0	-6	0%	15%
Cc1ccnc(NC(=O)c2ccoc2C)c1	1%	?	?	-27%	-10%	-9	4	11%	1%
COc1ccc(CCCNC(=O)C2Cc3c(-c4ccc(NC(C)=O)cc4)ccnc3O2)cc1 (configuration not stated)	.	16µM*	?	?	-26%	-19	-7	.	-19%
CC(C)=CCN1CCN(Cc2c[nH]c3ccccc23)CC1CCO (configuration not stated)	4%	-11%	-12%	-2%	12%	3	-28	1%	-6%
N#CC1=C(SCC(N)=O)NC2=C(C(=O)c3ccccc32)C1c1ccc(Cl)cc1 (configuration not stated)	16%	5%	?	-1%	?	-52*	-5	?	-11%
CN(C)C(=S)SCC(=O)NCc1ccc(F)cc1	-4%	-2%	-8%	1%	6%	22	1	-5%	13%[7.66 µM]
CC1CCCC(C)N1CCCNC(=O)c1cc2c(=O)n(C)c3ccccc3c2n1C (configuration not stated)	2%	-9%	9%	-13%	-16%	0	-1	4%	1%
COc1ccc(/C=N/NC(=O)c2ccc(N(C)S(=O)(=O)c3ccccc3)cc2)c(OC)c1	4%	1%	5%	-1%	23%	12	-3	-1%	-9%
CCn1ncc(/C=N\NC(=O)COc2ccccc2)c1C	?	5%	2%	2%	-4%	-1	-5	-67%[inhibitor]	-30%

Some of these compounds in order of molar mass, rising.
SMILES	SW480 rerep	HT1080 IDH1KD tx	KB-3-1 tox	HT1080-NT tox	KB-V1 cytotox	IL1B secr inh	D3 ag	MCF10A rerep	GLP1R cytotox
Cc1ccnc(NC(=O)c2ccoc2C)c1	1%	?	?	-27%	-10%	-9	4	11%	1%
Nc1ccc(-c2cc3ccccc3c(=O)o2)cc1	2%	13%	4%	13%	-4%	?	0	22%	1%
CC(=O)Cc1nsc(Nc2ccc(C)cc2)n1	-4%	-6%	-4%	-4%	-9%	22	0	-2%	2%
CCN1C(=O)N[C@@H](c2cccc(F)c2)C(C(C)=O)=C1C	1%	9%	1%	19%	10%	21	3	?	7%
CN(C)C(=S)SCC(=O)NCc1ccc(F)cc1	-4%	-2%	-8%	1%	6%	22	1	-5%	13%[7.66 µM]
COC(=O)c1nn(-c2ccccc2)c(Sc2ccccc2)c1/C=N/O	-5%	-13%	-11%	-8%	-1%	-9	-1	-7%	-25%
O=C(NCc1nnnn1-c1ccc(F)c(F)c1)c1ccc2ccccc2c1	?	-8%	-5%	-5%	-8%	?	-12	2%	4%
COc1ccc(Cl)cc1NC(=O)C(C)Sc1nc2c(c(=O)[nH]1)CCCC2 (configuration not stated)	.	.	-3%	.	-1%	.	12	.	-3%
CC1CCCC(C)N1CCCNC(=O)c1cc2c(=O)n(C)c3ccccc3c2n1C (configuration not stated)	2%	-9%	9%	-13%	-16%	0	-1	4%	1%
CCOC(=O)N1CCN(C(=O)C2CCC(CNS(=O)(=O)c3ccccc3)CC2)CC1 (configuration not stated)	19%	1%	2%	-11%	-9%	22	5	-1%	-12%
CC(=O)N1CCN(S(=O)(=O)c2cccc(C(=O)NC3CCCc4ccccc43)c2)CC1 (configuration not stated)	7%	0%	-1%	-2%	16%	-9	8	21%	-4%
COc1ccc(/C=N/NC(=O)c2ccc(N(C)S(=O)(=O)c3ccccc3)cc2)c(OC)c1	4%	1%	5%	-1%	23%	12	-3	-1%	-9%

Carrying on.
SMILES	SW480 rerep	HT1080 IDH1KD tx	KB-3-1 tox	HT1080-NT tox	KB-V1 cytotox	IL1B secr inh	D3 ag	MCF10A rerep	GLP1R cytotox
Cc1cccnc1NC(=O)CCc1c[nH]c2ccccc12	4%	1%	1%	-6%	-3%	20	1	8%	-6%
Oc1ccccc1C1N=C(c2ccccc2)NC(c2ccccc2)=N1	1%	1%	8%	9%	-8%	-55*	2	2%	-6%
COC(=O)C[C@@H]1C=C[C@@H](NC(=O)c2ccc3c(c2)OCO3)[C@@H](CO)O1	.	23%	1%	13%	2%	7	-7	.	-1%
CC12CN3CCN(CC(C3)C1(O)CN1CCOCC1)C2 (configuration not stated)	-5%	1%	0%	-1%	16%	2	-3	1%	9%
O=C(Nc1cc(Cl)ccc1Cl)c1cc(S(=O)(=O)NCCc2ccccc2)ccc1F	.	.	0%	.	-11%	.	8	.	-1%
COc1ccc([N+](=O)[O-])cc1NC(=O)CSc1nccc(C)n1	5%	-5%	-12%	-3%	2%	18	-3	7%	?
O=C(NCCc1c[nH]c2ccccc12)c1ccc(Cl)cc1	3%	-4%	17%	1%	-1%	-15	-3	1%	-15%
CN1CCN(C(=S)c2cn(CCOc3ccccc3)c3ccccc23)CC1	-109%[inhibitor]	1%	0%	4%	?	16	-6	-2%	-12%
COc1cc(NC(=O)c2cc3cc4ccc(C)cc4nc3o2)cc(OC)c1OC	.	.	-12%	.	-10%	.	21	.	-11%
Cc1ccc(C(=O)OCC(=O)NNC(=O)c2cccs2)c(O)c1	18µM*	6%	6%	4%	26%	21	-7	-17%	-3%
C/C=C/c1ccc(Oc2nnnn2-c2ccc(C(=O)O)cc2)c(OC)c1	-9%	3%	-1%	-24%	-6%	13	-2	17%	-16%
C=CCOc1nc2c(c(=O)n(C)c(=O)n2C)n1Cc1c(Cl)cccc1Cl	-2%[9.22 µM]	2%	1%	15%	?	-23	7	22%	-7%
c1ccc(-c2nnc3ccc(N4CCCC4)nn23)cc1	-3%	0%	4%	16%	-10%	-29	2	3%	?
COC(CNC(=O)CCCn1nnnc1CN1CCOCC1)c1cccs1 (configuration not stated)	-3%	8%	0%	-9%	0%	31	-2	-1%	-12%
CCN1CCCC1CNC(=O)c1ccc2c(c1)NC(=O)/C(=C\c1ccc(C)cc1)S2 (configuration not stated)	?	0%	-14%	?	9%	-15	4	?	?
O=C(OCN1C(=O)C(=O)c2ccccc21)c1ccc(Cl)cc1	0%	7%	15%	4%	0%	3	-6	1%	2%
O=C(Nc1ccc(F)cc1F)c1ccc2c(O)c(S(=O)(=O)c3ccc(Cl)cc3)c(=O)[nH]c2c1	.	.	-6%	.	9%	.	-9	.	8%
COc1ccc(C2=NS(=O)(=O)N(C)C(C(=O)NCc3ccccn3)=C2)cc1OC	0%	0%	1%	0%	-8%	6	1	-2%	-30%
Cc1ccc(S(=O)(=O)NC(=NC(Cc2ccccc2)C(=O)O)c2ccccc2)cc1 (configuration not stated)	1%	19%	11%	2%	3%	15	-7	7%	15%
COCCC1CCCCN1C(=O)c1cc(COc2ccc(-n3cncn3)cc2)on1 (configuration not stated)	1%	?	-34%	-3%	?	-15	1	11%	-11%
CCc1noc(C)c1C(=O)N1CCCC(C(=O)c2cc(F)ccc2OC)C1 (configuration not stated)	0%	0%	-1%	10%	-35%	17	11	-2%	-5%
O=C(COc1ccccc1)Nc1nc2cc3c(cc2s1)OCO3	6%	?	.	?	.	-6	11	?	7%
CN(CCCC(=O)Nc1ccc(OC(F)F)cc1)S(=O)(=O)c1ccc(F)cc1	-2%	-16%	-9%	-16%	?	-13	-4	?	?
O=C(NN=CC=Cc1ccccc1)C(O)C(O)C(=O)NN=CC=Cc1ccccc1 (configuration not stated)	2%	-1%	.	0%	.	-17	2	?	6%
Cc1ccccc1OCC(=O)Nc1ccccc1C(=O)OCc1cc(=O)n2ccsc2n1	.	.	9%	.	0%	.	-14	.	2%
C[C@H]1CN=C(Nc2ccccc2)N1CCC1CCCC1	-9%	-2%	-8%	1%	-9%	0	-29	-15%	11%
